HIF act: HIF pathway transcriptional activation; U2OS HRE-luciferase reporter, luminescence; normalized: DMSO 0%, desferrioxamine 100%; activation, % at 7.5 µM (by protocol); 0.32% of 300,000 active;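 active = mean activation of at least 10% of the iron chelator positive control signal, with at least half of replicates also reaching 10%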
KLF5 inhibitor: kruppel-like factor 5 inhibition; DLD-1 KLF5 promoter-luciferase reporter, luminescence; inhibition, % at 5 µM; 0.23% of 290,000 active; AID 1700;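 active = inhibition above a per-plate limit of that plate's mean compound inhibition plus 3 SD, cut at about 60% in these data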;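 note: 0% = DMSO wells and 100% = LY294002 at 200 µM; higher means less KLF5 promoter-driven luciferase light; inactives centre near -14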
IEC-6 tox: kills IEC-6 intestinal cells in KLF5 counter-screen; IEC-6 cytotoxicity, luminescence viability; 0.78% of 290,000 active; inhibition, % at 5 µM; in the data active = inhibition above about 22%;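 note: 0% = plate median of test compound wells and 100% = cytotoxic reference compound wells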
HSP90 inh: inhibitors of HSP90 luciferase refolding in rabbit reticulocyte lysate; luciferase refolding luminescence, 3 h; inhibition, % at 5.6 µM; 0.91% of 290,000 active; AID 1789;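 active = inhibition above the screen-wide mean plus 3 SD, computed separately per campaign, cut at about 16% in these data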;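 note: 0% = DMSO wells and 100% = 60 µM geldanamycin wells; inhibitors lower the luminescence because luciferase stays unfolded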
aSyn UTR inh: 5' untranslated region of α-synuclein, MLPCN primary screen; inhibition, % (tested at 7.5 µM); alpha-synuclein 5'UTR reporter, inhibitor activity; 0.82% of 300,000 active; AID 1813; in the data active = inhibition above about 60%;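 note: H4 neuroglioblastoma cells stably carrying SNCA 5'UTR luciferase fusion; 0% = DMSO wells and 100% = positive control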
HSF-1 act: increases HSF-1 driven luciferase reporter signal. NIH3T3-HGL HSF-1 luciferase reporter, MG132, 8 h; 100% = twice DMSO control signal. activation, % at 9 µM. 1.7% of 300,000 active;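 active = mean replicate activation of at least 50% with a set share of replicates each reaching 50%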;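 note: 0% = median of the neutral control wells and 100% = twice that signal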
HSF1 inhib: HSF1 inhibition; 0.77% of 300,000 active; activity change, negative = inhibition, % at 7.5 µM (by protocol); NIH3T3-HGL HSE-luciferase, MG132-induced, luminescence 8 h; active compounds read low;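 active = more than half of replicate wells show activity change below -50%, luminescence cut by over half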;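 note: luciferase reports HSF-1 transcriptional activity via heat shock element; 0% = median of DMSO wells and -100% = zero luminescence signal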
GSK3 alpha inh: blocks human GSK-3 alpha kinase; ADP-Glo luminescence, 60 min; inhibition, % at 10 µM; 0.1% of 320,000 active; AID 2650; P49840;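 in the data active = inhibition above about 50%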;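 note: GST-tagged GSK-3 alpha with peptide substrate and 25 µM ATP; 0% = DMSO neutral wells and 100% = GW8510 positive control wells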
Target sequence (P49840 whole entry, looked up): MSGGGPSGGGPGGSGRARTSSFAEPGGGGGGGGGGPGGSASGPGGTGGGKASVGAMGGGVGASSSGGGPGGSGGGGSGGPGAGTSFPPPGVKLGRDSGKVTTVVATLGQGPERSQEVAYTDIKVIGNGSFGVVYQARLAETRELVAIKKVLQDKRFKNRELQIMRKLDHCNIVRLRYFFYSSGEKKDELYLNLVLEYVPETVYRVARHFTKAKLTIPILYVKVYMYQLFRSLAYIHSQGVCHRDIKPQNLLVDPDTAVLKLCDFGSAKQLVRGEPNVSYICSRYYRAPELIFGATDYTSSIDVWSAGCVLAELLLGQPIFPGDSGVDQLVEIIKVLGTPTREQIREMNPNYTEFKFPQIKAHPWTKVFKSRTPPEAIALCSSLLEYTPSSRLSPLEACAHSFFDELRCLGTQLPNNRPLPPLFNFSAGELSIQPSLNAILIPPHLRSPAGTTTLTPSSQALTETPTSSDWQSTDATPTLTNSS
AI-2 QS mod: Vibrio harveyi AI-2 quorum sensing modulation | Vibrio harveyi JMH597 AI-2 luminescence/OD600 ratio, 9 h; active compounds read low; strain lacks LuxN and CqsS sensors; 0 = neutral-control median | activity change, % at 7.5 µM | 0.4% of 300,000 active | AID 2094; in the data active = activity change below about -75%, passing the limit was not always enough;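 note: luminescence divided by OD600 gain over 9 h not by final OD600 alone; inactives centre near 13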
GSK3B inh: human GSK3beta kinase inhibition; P49841; GST-GSK3beta kinase, ADP-Glo luminescence, 60 min; active compounds read low; activity score (negative = inhibition), % at 10 µM; 0.038% of 300,000 active;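 active = more than half of replicate wells score below -50%, meaning over 50% inhibition versus plate controls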;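 note: 0% = median DMSO wells and -100% = median GW8510 positive control wells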
Target sequence (P49841 whole entry, looked up): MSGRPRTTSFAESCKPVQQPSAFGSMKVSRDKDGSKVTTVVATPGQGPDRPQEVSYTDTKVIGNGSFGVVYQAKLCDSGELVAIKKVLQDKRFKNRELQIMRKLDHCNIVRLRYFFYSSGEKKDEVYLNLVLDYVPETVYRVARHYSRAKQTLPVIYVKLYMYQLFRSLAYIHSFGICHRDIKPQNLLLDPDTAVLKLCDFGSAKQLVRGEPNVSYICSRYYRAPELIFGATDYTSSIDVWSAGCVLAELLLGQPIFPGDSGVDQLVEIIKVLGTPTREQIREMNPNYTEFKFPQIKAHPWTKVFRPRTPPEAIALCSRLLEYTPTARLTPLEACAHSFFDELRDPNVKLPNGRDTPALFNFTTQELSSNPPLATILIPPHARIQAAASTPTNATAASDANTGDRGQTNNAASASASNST
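Test system: GST-fused GSK3beta enzyme, cell-free | Quantity: 1.6 ng GST-GSK3beta enzyme per well | Reagent: 25 µM ATP with peptide substrate | Schedule: 60 min enzyme reaction, room temperature | Signal: Luminescent ADP-Glo measurement of ADP formed | Read-out basis: Score relative to plate controls | Control set: DMSO and 20 µM GW8510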
An asterisk follows results filed as active; · = not tested or not shown.

SMILES	HIF act	KLF5 inhibitor	IEC-6 tox	HSP90 inh	aSyn UTR inh	HSF-1 act	HSF1 inhib	GSK3 alpha inh	AI-2 QS mod	GSK3B inh
O=C(CSc1ccccc1C(=O)O)NCc1ccco1	-0.7	-32	-4	0	-3	-8	-1	0	20	-1
Cc1nc2c(C(=O)NCc3ccccc3Cl)c[nH]n2c(=O)c1Cl	-0.2	-19	-11	12	17	-1	4	-3	4	5
O=C1CSC(c2ccc(Cl)cc2)N1Nc1nc(N2CCOCC2)nc(N2CCOCC2)n1 (stereo unspecified)	-0.1	15	14	-2	27	22	-1	-2	11	0
Cc1ccc(Sc2cc(NCCCO)c([N+](=O)[O-])c3nonc23)cc1	0.1	-6	5	5	-17	-3	0	-2	13	-2
CC1=NN(C(=O)Cc2ccccc2)C(O)(c2cccnc2)C1 (stereo unspecified)	-0.2	-10	3	0	-1	-3	-5	-1	29	-25
O=c1cc(CSc2ccc(Cl)cc2)[nH]c2[nH]n(-c3ccccc3)c(=O)c12	-0.4	-18	4	0	0	10	-6	-3	11	4
O=C1N(c2ccccc2)C[C@@H]2C[C@@H](c3cccc4c3OCO4)N3CCC[C@@]123	-0.4	-24	-2	-1	5	-25	-11	-1	12	5
C=CCn1c(SCC(=O)c2c(N)n(C)c(=O)n(C)c2=O)nnc1-c1ccncc1	0.1	-29	4	-1	-4	-9	-8	-3	5	-3
CC1CC(c2ccccc2)=Nc2ccccc2N1 (stereo unspecified)	2.4	-48	2	-2	-100	5	19	0	15	4
COc1cc(CN2CCc3c([nH]c4ccccc34)C2)cc(OC)c1	0.1	4	2	5	10	-14	-9	-4	·	·
CC(=O)Nc1ccc(S(=O)(=O)N2CCC(N3CCCCCC3)CC2)cc1	0.8	-25	5	-1	3	5	-1	-4	11	2
NC(=O)NC(=O)COC(=O)CCCCCNS(=O)(=O)c1ccc2c(c1)OCCO2	-0.1	-32	-7	-1	-2	-3	0	-3	21	4
COc1ccccc1-c1cc(C(F)(F)F)nc(S(C)(=O)=O)n1	16*	5	8	9	-27	256*	216	1	33	0
C/C(=N\NC(=O)Cc1ccccc1Cl)c1cccnc1	0.3	-18	1	-6	13	-6	-4	-1	14	-2
O=C(C1CCCO1)N1CCN(S(=O)(=O)c2cccc3nsnc23)CC1 (stereo unspecified)	-0.2	-15	6	8	6	-11	-10	-2	13	1
OCCC1CN(CC(c2ccccc2)c2ccccc2)CCN1C1CCCC1 (stereo unspecified)	-0.1	-18	-1	1	-30	12	-7	-4	3	-1
CC(/C=N/NC(=O)COc1ccccc1C)=N\NC(=O)COc1ccccc1C	-0.1	9	10	0	19	-28	-4	6	17	-3
O=C(NNC(=O)C1CC2CCC1C2)c1sc2ccccc2c1Cl (stereo unspecified)	2.6	-106	0	-2	-112	12	13	5	30	2
COc1cccc(C2C(C(=O)c3ccc(C)o3)=C(O)C(=O)N2c2cc(C)on2)c1 (stereo unspecified)	-0.3	-12	-3	-4	-14	-8	-6	-1	17	1
CC(CCN1CCOCC1)c1ccccc1 (stereo unspecified)	-2.6	-45	3	0	10	-13	0	0	8	1
O=C(Nc1ccccc1-c1nc2ccccc2s1)c1ccco1	-0.2	0	3	0	-10	0	1	2	6	-1
O=C(c1ccccc1)N1CCC(c2nc(-c3ccc(S(=O)(=O)NCC4CCCO4)cc3)no2)CC1 (stereo unspecified)	-0.6	-19	2	3	28	-28	-16	-4	13	7
COC(=O)c1ccccc1S(=O)(=O)NNC(=O)c1ccccc1-n1cccc1	-0.6	-30	0	-3	2	-1	-3	-3	5	1
COC(=O)c1c(NC(=O)CN2CCN(c3cccc(Cl)c3)CC2)sc(C)c1C	0.3	-4	3	-2	16	-1	-2	-2	13	1
COc1ccc(S(=O)(=O)N(C)CC(=O)NC2CCCCC2)cc1OC	0.2	-30	-2	2	10	0	-2	6	23	5
Cc1ccc(Nc2[nH]c(=O)c3ccccc3c2C(=O)c2ccccc2)cc1	2.4	·	·	·	11	3	-6	-1	24	2
CCOC(=O)c1cccc(NC(=O)CCS(=O)(=O)c2cccs2)c1	0.2	-40	2	1	21	34	15	-1	14	-1
Cc1ccc(/C=N/NC(=O)CSc2nnc(-c3ccccc3)n2-c2ccc(Cl)cc2)o1	0.0	-6	-3	-1	10	24	25	0	21	-1
O=C(NCCCCNC(=O)c1ccc(Br)s1)c1ccc(Br)s1	0.1	-25	1	0	-10	9	-3	-2	4	1
CC(C)CN1C(=O)NC(NC(=O)c2cccs2)(C(F)(F)F)C1=O (stereo unspecified)	0.2	-4	0	-3	0	-15	-6	-1	21	0
OC1C2CN3CCN(C2)CC1(Cc1ccccc1)C3 (stereo unspecified)	-0.3	-15	2	-1	1	-12	-7	·	19	0
Cc1cccc(NS(=O)(=O)c2cccc(C(=O)N3CCCC3)c2)c1	0.4	·	·	·	12	1	9	-1	17	-1
COc1ccccc1-n1cc(CN2CCCC(CO)(Cc3cccc(Cl)c3)C2)cn1 (stereo unspecified)	0.0	2	-3	3	11	41	17	-3	40	-2
Cc1c(C(=O)N2CCCC2)c(S(=O)(=O)NCC(C)c2ccccc2)c(C)n1C (stereo unspecified)	0.3	-34	5	2	6	-3	-1	5	19	2
COCCNC(=O)CN(C(=O)CCC(=O)Nc1ccccn1)c1ccccc1F	-0.2	-21	-1	-2	11	·	·	1	17	-1
COc1ccc(CCNC(=O)C2CCCN2C(=O)Nc2ccccc2)cc1OC (stereo unspecified)	0.2	7	-3	5	-4	-19	-4	·	1	1

Single records, as listed above:
Shown for Cc1c(C(=O)N2CCCC2)c(S(=O)(=O)NCC(C)c2ccccc2)c(C)n1C (stereo unspecified) : HIF act = 0.3; KLF5 inhibitor = -34; IEC-6 tox = 5; HSP90 inh = 2; aSyn UTR inh = 6; HSF-1 act = -3; HSF1 inhib = -1; GSK3 alpha inh = 5; AI-2 QS mod = 19; GSK3B inh = 2
Shown for COc1ccc(CCNC(=O)C2CCCN2C(=O)Nc2ccccc2)cc1OC (stereo unspecified) : HIF act = 0.2; KLF5 inhibitor = 7; IEC-6 tox = -3; HSP90 inh = 5; aSyn UTR inh = -4; HSF-1 act = -19; HSF1 inhib = -4; GSK3 alpha inh = ·; AI-2 QS mod = 1; GSK3B inh = 1

(next part)
SMILES	HIF act	KLF5 inhibitor	IEC-6 tox	HSP90 inh	aSyn UTR inh	HSF-1 act	HSF1 inhib	GSK3 alpha inh	AI-2 QS mod	GSK3B inh
CC1CC(C)CN(c2cc(N(C)CCO)c([N+](=O)[O-])c3nonc23)C1 (stereo unspecified)	-0.3	-11	-4	3	22	-3	-1	·	28	-7
N#CC(C#N)=C1NC2(CCCCC2)Cc2ccccc21	-0.5	3	-1	2	1	2	1	-2	9	3
Cc1ccc(C(=O)NC2(C(F)(F)F)NC(=O)N(c3ccc(Cl)cc3)C2=O)cc1 (stereo unspecified)	-0.4	28	4	1	20	4	-6	-2	2	5
O=S(=O)(Nc1nc2ccccc2[nH]1)c1ccc2ccccc2c1	-0.1	-42	1	6	12	-1	-3	-4	15	4
COc1nccnc1NS(=O)(=O)c1ccc(NC(=S)NC(=O)c2ccc(F)c(F)c2)cc1	-0.4	-22	-2	-2	-10	-6	-4	-5	29	3
Cn1cc(Cl)c(C(=O)OCC(=O)Nc2ccccc2)n1	-0.3	-10	0	-1	22	-2	8	0	18	-5
COc1cccc(CN(CC(=O)NC2CCCC2)C(=O)CCC(=O)Nc2cc(C)on2)c1	0.1	-24	5	1	-6	-22	-3	2	·	·
O=S(=O)(NC(=NCc1ccccc1)c1ccc(F)cc1)c1ccc(Cl)cc1	-1.4	-22	7	1	22	-8	-1	-2	15	3
C[C@H]1CCC[C@]2(O[C@H](CCO)C[C@@H](O)[C@@H]2O)O1	0.3	·	·	·	23	-18	1	0	14	0
Cc1ccc(S(=O)(=O)N2CCC(C(=O)NCCc3ccccc3)CC2)cc1	-0.1	-7	3	5	-7	-2	9	-7	22	-1
O=C(COc1ccc(F)cc1)NCC1CCCO1 (stereo unspecified)	0.0	0	3	0	-3	1	-3	-2	-4	1
Cc1ccc(S(=O)(=O)c2cc3c(=O)n4ccccc4nc3n(C)c2=N)cc1	0.2	-21	8	0	11	-10	-11	-4	1	1
CCN(CC1COc2ccccc2O1)C(=S)NCCCN(C)C (stereo unspecified)	-1.2	-27	-3	-4	-10	-7	0	0	5	-21
Cc1ccc(C2=N/C(=C\N(C)C)C(=O)O2)cc1	2.5	-160	-3	-4	-144	8	-3	-1	15	-24
C=CCn1c2ccccc2c2nnc(SCC(=O)OCN3C(=O)c4ccccc4C3=O)nc21	-0.1	-35	1	-1	-4	-2	4	2	33	1
CS(=O)(=O)N(CC(=O)N1CCCCCC1)c1cccc(F)c1	-1.3	-26	-3	1	-3	4	-1	-3	24	-1
CN(C)c1ccc(/C=C2/C=C(c3ccc4c(c3)CCCC4)OC2=O)cc1	-0.3	5	6	1	9	26	2	-2	-1	1
CCCCNC(=O)c1cnc2n(c1=O)CCS2	1.0	-35	1	2	-2	-18	-6	0	14	-1
CCC(Oc1ccccc1)C(=O)Nc1ccc(S(=O)(=O)NCC2CCCO2)cc1 (stereo unspecified)	0.2	2	-3	2	-5	7	-2	-1	-38	1
COc1ccc(-c2nn(-c3ccccc3)cc2C(=O)Nc2cccc(C(=O)O)c2)cc1[N+](=O)[O-]	1.0	-18	-7	-3	5	3	-7	1	·	·
CCN1C(=O)[C@H]2[C@@H](c3ccc(C)cc3)N3C(=O)N(c4cccc(Br)c4)C(=O)[C@@]3(Cc3ccccc3)[C@H]2C1=O	-1.7	·	·	·	6	8	0	·	17	1
Cc1cc(-c2cccs2)c(C#N)c(=S)[nH]1	0.3	-1	-3	4	2	4	2	1	3	3
CCCC1CCC(c2nc(-c3cccnc3)no2)CC1 (stereo unspecified)	1.3	-6	4	-2	-166	16	2	0	12	-2
CC(C)OCCCn1c(-c2ccc(Br)cc2)c[nH]c1=S	0.3	-4	2	8	-1	-1	-3	2	15	1
CCOC(=O)c1cc2c(N)c(C(=O)c3ccc(Br)cc3)sc2[nH]c1=O	-0.1	-37	1	0	6	-4	-7	-1	66	0
COc1nccnc1NS(=O)(=O)c1ccc(NS(=O)(=O)c2ccc(NC(C)=O)cc2)cc1	0.8	-6	-9	6	9	2	-1	-2	14	3
COc1cc2c(cc1OC)C(C1C(=O)CC(C)(C)CC1=O)N(C(=O)CCl)CC2 (stereo unspecified)	-0.1	-26	-4	1	14	6	-6	-2	21	5
O=C(CSc1nnc2ccccn12)NCCc1ccc(F)cc1	·	-1	-1	1	·	·	·	-1	12	2
CN(C)S(=O)(=O)N1C(=O)c2ccccc2C1=O	2.1	-8	6	9	-6	7	0	-3	15	1
COC(=O)c1ccc(CSc2nnc(Nc3ccccc3OC)s2)o1	1.6	-4	8	3	8	7	1	-2	-10	0
O=S1(=O)N=C(N(CCO)/N=C/c2ccc(Cl)cc2)c2ccccc21	-0.9	-20	3	-3	16	-3	-13	2	18	-1
COc1cccc2cc(C(=O)N3CC(C)OC(C)C3)c(=O)oc12 (stereo unspecified)	1.3	-4	-3	-4	10	-8	-7	-3	4	0
COc1cc(OC)cc(C(=O)NCCSCc2ccco2)c1	-1.5	-13	6	0	-8	-5	-7	·	4	-6
CCN(CC(=O)Nc1c(F)cccc1F)C(=O)c1ccc(S(=O)(=O)N2CCCCC2)cc1	-0.1	·	·	·	7	-13	-9	3	15	3

Bioassay records as filed in PubChem BioAssay.
